PKA-R1A activ – activators of PKA-R1A complex; P00514+P68181; PKA-R1A dissociation, Cy5-IP20 fluorescence polarization; scaled: DMSO 0%, 113 µM cGMP 100%; activation, % at 11.4 µM; hit rate 0.083% among 340,000; AID 504707;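 active = percent activation above the mean of all tested compounds plus 3 SD, cut at about 19% in these data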;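 note: higher means more PKAc released from R1A so a rise in polarization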
PfHsp90 yeast 2 – growth inhibition of yeast expressing Plasmodium Hsp90 | S. cerevisiae expressing PfHsp90, BacTiter-Glo ATP, 48 h; yeast lacking PDR1 and PDR3 efflux regulators | hit rate 0.32% among 310,000 | inhibition, % at 9.4 µM;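 active = every replicate shows inhibition above about 80%, whatever the replicate mean, limit read from the data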;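 note: 0% = DMSO neutral controls and 100% = 20 µM radicicol positive controls; yeast relying on Plasmodium falciparum Hsp90 in place of its own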
Pemphigus Ab inh – human desmoglein-3 autoantibody binding inhibition; P32926; DSG3-coupled beads, scFv-anti-DSG3-GFP binding, flow cytometry; stronger effect = lower value; binding (percent of control), % at 10 µM; hit rate 0.48% among 310,000;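 active = binding more than 3 SD below its plate's average and above zero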;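 note: hits lower antibody fragment binding to DSG3; some compounds called inactive have numbers as strong as hits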
Target sequence (P32926 whole entry, looked up, the tested form may be a part): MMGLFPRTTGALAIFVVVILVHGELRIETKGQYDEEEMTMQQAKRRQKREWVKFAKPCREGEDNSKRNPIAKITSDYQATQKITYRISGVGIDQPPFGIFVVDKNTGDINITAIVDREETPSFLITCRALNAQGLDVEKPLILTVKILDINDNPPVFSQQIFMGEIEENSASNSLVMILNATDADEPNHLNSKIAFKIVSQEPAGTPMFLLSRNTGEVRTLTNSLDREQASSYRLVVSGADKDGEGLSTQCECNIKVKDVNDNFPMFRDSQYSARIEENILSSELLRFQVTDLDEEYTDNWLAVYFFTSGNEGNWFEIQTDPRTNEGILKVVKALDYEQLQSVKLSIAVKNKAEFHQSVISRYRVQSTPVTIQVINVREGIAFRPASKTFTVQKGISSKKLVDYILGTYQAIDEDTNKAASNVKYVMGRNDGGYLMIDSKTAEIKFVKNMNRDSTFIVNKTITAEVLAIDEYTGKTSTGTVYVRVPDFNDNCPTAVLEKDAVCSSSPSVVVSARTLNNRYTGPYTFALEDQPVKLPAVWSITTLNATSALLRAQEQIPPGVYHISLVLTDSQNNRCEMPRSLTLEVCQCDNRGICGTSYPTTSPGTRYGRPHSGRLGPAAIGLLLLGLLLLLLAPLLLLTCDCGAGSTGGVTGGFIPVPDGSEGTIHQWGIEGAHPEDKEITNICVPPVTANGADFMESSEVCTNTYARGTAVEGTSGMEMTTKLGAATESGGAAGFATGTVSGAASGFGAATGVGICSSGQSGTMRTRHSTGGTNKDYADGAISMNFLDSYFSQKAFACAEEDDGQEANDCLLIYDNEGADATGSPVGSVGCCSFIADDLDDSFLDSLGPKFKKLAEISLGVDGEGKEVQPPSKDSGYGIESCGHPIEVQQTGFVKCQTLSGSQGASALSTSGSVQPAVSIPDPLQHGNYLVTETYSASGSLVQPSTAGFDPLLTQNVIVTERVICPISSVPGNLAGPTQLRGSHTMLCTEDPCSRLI
Ecoli viability – bacterial growth inhibition, counter-screen for AddAB inhibitors. E. coli V3065 growth, OD600 absorbance, 18 h. hit rate 0.27% among 330,000. inhibition, % at 11.9 µM;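 active = inhibition above the campaign's mean inhibition across all tested compounds plus 3 SD, cut at about 9.9% in these data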;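 note: uninfected addAB+ strain grown without phage in ampicillin broth; 0% = DMSO wells and 100% = ciprofloxacin 0.95 µg/ml wells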
OPRM1-OPRD1 inv – inverse agonist of human OPRM1-OPRD1 heterodimerization; cell-based MOR-DOR heterodimer luminescence, inverse agonism; P35372+P41143; hit rate 0.21% among 340,000; inhibition, % at 9.3 µM; in the data active = inhibition above about 22%, passing the limit was not always enough;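 note: 0% = cells with DMSO and 100% = wells without cells with DMSO; values of inactives mirror those of a sister screen read the other way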
AddAB inh – less growth of phage-infected E. coli with AddAB; inhibition, % at 11.9 µM; AID 435030; E. coli expressing H. pylori AddAB, absorbance growth; hit rate 0.29% among 330,000; in the data active = inhibition above about 12%;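 note: 0% = vehicle wells of infected cells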
HTR5A inv ctr – HTR5A inverse agonism, opioid heterodimer counter-screen. P47898. HTR5A cell line, luminescence. inhibition, % at 9.3 µM. hit rate 0.083% among 340,000; in the data active = inhibition mostly above about 23%, no sharp cut-off; inactive = mostly below about 18%;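 note: 0% = cells with DMSO and 100% = no-cell wells with DMSO; some compounds called inactive have numbers as strong as hits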
phage Ecoli inh – E. coli growth loss with phage present; growth absorbance; inhibition, % at 11.9 µM; hit rate 0.26% among 360,000; in the data active = inhibition above about 11%
SUMO Mot1 rescue – SUMOylation pathway inhibition by Mot1-301 growth rescue | S. cerevisiae Mot1-301 growth rescue, ATP luminescence, 38.5C; percent above DMSO median, 100 means doubled | hit rate 1% among 320,000 | growth rescue, % at 18.8 µM | AID 2716;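 active = every valid replicate shows activation above 250% relative to neutral control wells; inactive = the rest, any valid replicate at or below 250%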;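 note: OY570 slx delta 5 strain wells were the positive control but not used for scaling; some compounds called inactive have numbers as strong as hits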
MOR-DOR ag – agonists of human mu-delta opioid receptor heterodimerization; AID 504326; activation, % at 9.3 µM; hit rate 0.3% among 340,000; cells, OPRM1-OPRD1 heterodimerization, luminescence; in the data active = activation above about 18%;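 note: 0% = vehicle-treated cells and 100% = reference agonist; values of inactives mirror those of a sister screen read the other way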
HTR5A ag – activates human HTR5A in OPRM1-OPRD1 agonist counter-screen. activation, % at 9.3 µM. HTR5A agonist assay, luminescence, cell-based. P47898. hit rate 0.61% among 340,000; in the data active = activation mostly above about 9.5%, no sharp cut-off; inactive = mostly below about 7.6%;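 note: 0% = cells with vehicle only and 100% = reference agonist; strong numbers were not always called active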
Starred values were filed as active, the others as inactive; . = no result given.

mol	PKA-R1A activ	PfHsp90 yeast 2	Pemphigus Ab inh	Ecoli viability	OPRM1-OPRD1 inv	AddAB inh	HTR5A inv ctr	phage Ecoli inh	SUMO Mot1 rescue	MOR-DOR ag	HTR5A ag
COc1ccc2c(c1)c1nnc(SCC(=O)Nc3ccccc3F)nc1n2C	-5	10	115	0.6	2	-0.9	-20	-1.2	-13	-0.4	5
COc1ccc(-c2cc(C)no2)cc1S(=O)(=O)N(C)Cc1ccco1	-9	26	98	2.3	10	1.8	3	-0.7	-14	-1.8	-1
Cc1csc(NC(=O)Cc2c(F)cccc2Cl)n1	-3	10	113	2.2	5	1.6	-12	3.3	316	-1.1	3
O=c1[nH]c2ccsc2c(=O)n1-c1ccc(F)cc1	-2	17	.	-0.9	16	-0.3	16	2.0	-17	-3.0	0
COc1ccc(CCNC(=O)c2cc(-c3cc(C)ccc3O)n[nH]2)cc1OC	-10	9	105	2.3	-3	3.0	-1	3.6	-10	0.5	0
O=C1c2ccccc2C(Nc2ccc(S(=O)(=O)N3CCOCC3)cc2)N1Cc1ccco1 (stereo unspecified)	-1	-49	82	0.4	10	1.0	3	2.9	29	-1.9	-1
COc1cccc(C(O)c2nc3ccccc3n2C)c1 (stereo unspecified)	3	-1	105	-2.4	0	2.5	17	4.9	-8	0.0	-5
COc1ccc(Nc2nc3nonc3nc2N2CCCCC2)cc1	-6	2	112	4.3	18	3.9	12	2.7	-17	-3.4	4
CC(C)CCN(C(=O)c1ccc(N2CCCC2=O)cc1)c1c(N)n(Cc2ccccc2)c(=O)[nH]c1=O	5	.	106	-1.4	13	-0.5	-4	2.2	280	-2.6	1
COC(=O)c1ccc(NC(=O)CSc2nncn2-c2cccnc2)cc1	0	24	119	1.1	-21	2.1	-10	1.4	-2	2.6	3
Cc1ccc(C23CC4CC(CC(NC(=O)NN)(C4)C2)C3)cc1	-3	17	99	-2.1	-4	0.8	-13	0.5	-9	0.8	3
O=C(c1cc[n+]([O-])cc1)N1CCCC(N2CCN(c3cccc(C(F)(F)F)c3)CC2)C1 (stereo unspecified)	-2	-7	115	0.2	11	0.2	18	0.6	20	-2.1	-8
O=C(COC(=O)c1ccco1)c1ccc(F)cc1	-3	-10	107	0.3	-10	4.2	15	1.7	240	1.4	4
COc1cc2nc(Cl)nc(NCCO)c2cc1OC	1	-11	114	1.5	3	0.4	-1	1.5	6	-0.5	-1
Cc1ccc(NC(=O)C(C)N2CCCC2)cc1Cl (stereo unspecified)	-1	19	109	1.2	-14	-0.3	-2	4.2	-10	1.9	1
Cc1onc(-c2ccccc2)c1C(=O)N/N=C/c1cccc(O)c1	0	-7	103	-1.0	2	0.3	4	2.8	-21	-0.3	-1
CC(=O)c1ccc(OCc2cc(C(=O)N3CCCCC3c3cccnc3)no2)cc1 (stereo unspecified)	-4	.	.	0.1	11	-2.1	-18	-0.9	16	-1.9	5
COc1ccc(-c2onc(C)c2-c2ccccc2)c(O)c1	-18	15	96	-0.1	-9	-0.2	-12	2.6	7	1.8	-2
COc1ccc(C(CNC(=O)Cc2c(F)cccc2Cl)N2CCCCC2)cc1 (stereo unspecified)	0	11	112	1.3	-12	4.6	7	0.5	-15	2.3	-2
COc1ccc2[nH]c3ccc(OC)cc3c2c1	-9	63	101	0.6	0	-2.5	4	5.1	36	-0.1	0
CN(C)S(=O)(=O)c1cccc(C(=O)OCC(=O)N2CCCC2=O)c1	-1	-3	98	1.6	7	1.0	-13	3.4	2	-1.0	0
COc1ccc(CCC(=O)OCC(=O)Nc2c(C)n(C)n(-c3ccccc3)c2=O)cc1	-5	.	95	0.2	5	-0.9	10	1.5	-2	-1.4	3
CCOC(=O)COc1cccc2c(=O)n(CC(=O)N3CCCc4ccccc43)ccc12	-14	-6	97	0.4	9	0.9	3	1.5	-8	-1.5	-1
O=C(COC(=O)c1n[nH]c2ccccc12)c1cc(F)ccc1F	1	3	116	1.6	-5	2.4	10	1.8	-21	1.0	-4
N#CC(c1nc2ccccc2nc1N1CCCC1)S(=O)(=O)c1ccccc1 (stereo unspecified)	1	-24	103	-2.1	-8	-1.4	-12	1.5	-3	1.6	3
Cc1ccc(-c2ccc(/C=N/NC(=S)Nc3ccccc3)o2)cc1[N+](=O)[O-]	11	-23	96	3.6	-14	4.7	3	0.1	-5	2.6	3
COc1cc(C(=O)NCCCn2ccnc2)cc(OC)c1OC	-14	-1	111	1.0	4	2.1	21	2.2	-4	-0.5	0
CCN(C(=O)CN1C(=O)COc2ccc(S(=O)(=O)N3CCCCCC3)cc21)c1cccc(C)c1	-5	1	.	0.2	15	-0.8	6	3.3	-7	-2.8	-2
Cc1noc(C)c1-c1nc(CSc2ccc(Cl)cc2)no1	-2	4	113	-2.2	2	0.3	-15	5.0	30	-0.5	-2
COc1ccc(C(=O)/C=C/Nc2cc(C)on2)cc1	5	-28	100	0.5	-6	0.7	4	2.3	10	1.0	-2
CCCCCn1c(=O)[nH]c2cc(C(=O)N3CCN(CC)CC3)ccc2c1=O	6	-5	.	-2.1	-6	1.5	-2	-1.6	.	0.9	0
Cc1cc(Oc2ccccc2)nc(N)n1	-13	8	94	3.1	9	1.5	6	1.6	19	-1.7	0
COc1cccc(C(=O)COC(=O)c2ccc(NC(=O)c3ccccc3)cc2)c1	0	-6	76	-1.7	-41	0.0	5	5.7	.	7.5	5
CN1CCN(C(c2cccc(C(F)(F)F)c2)c2nnnn2C(C)(C)C)CC1 (stereo unspecified)	-3	3	92	-0.1	10	-0.8	-2	1.5	5	-1.8	1
O=C(Nc1cccc2ncccc12)c1ccccc1Cl	-11	-25	118	1.9	16	-0.4	-20	1.5	4	-3.2	6
C=CCN1C(=O)S/C(=C\c2ccc(N3CCOCC3)cc2C)C1=O	-10	.	.	-1.7	-17	3.8	-2	3.6	150	3.0	-1
CCN1CCN(CCNC(=O)c2ccc3c(c2)N(Cc2ccc(F)cc2)C(=O)/C(=C/c2ccccc2)S3)CC1	5	25	110	-2.1	-23	-0.3	13	-0.1	37	4.3	1
CCOC(=O)c1cc(C#N)c(Oc2ccccc2)nc1-c1ccccc1	7	1	111	1.1	-11	5.6	-11	2.5	8	2.2	4
Cc1ccc(-n2cc(CN(C)Cc3nccn3C)c(-c3cccc(C)c3)n2)cc1	-4	26	100	0.5	-19	1.5	14	1.2	17	3.6	-2
Cn1c(Cn2c(=O)sc3ccccc32)nnc1SCC(=O)Nc1ccccc1F	-3	4	104	-0.2	11	3.5	-2	2.9	30	-2.2	1
Cc1ccccc1NC(=O)COc1ccccc1C	-4	-11	97	0.5	3	0.9	3	2.0	217	-0.7	-1
COc1cc(NC(=O)CN2C(=O)C(=O)N(C3CCCC3)C2=O)cc(OC)c1	-13	28	96	0.3	8	2.3	10	-0.6	2	-2.0	-4
COc1cccc2cc(CC(=O)c3ccc(C)c(C)c3)c(=O)oc12	0	-23	100	-2.6	11	1.2	-14	-0.2	-2	-2.5	4
CCN(CC(=O)NC1CCS(=O)(=O)C1)S(=O)(=O)c1cc(Br)ccc1Br (stereo unspecified)	0	-7	102	0.6	5	1.9	15	0.2	-10	-0.8	-2
O=C(c1ccccc1F)N1CCN(c2ncccn2)CC1	2	-18	99	-2.7	3	-0.5	-4	0.5	5	-0.6	2
COC(=O)C(C)NC(=O)C12CC3CC(C1)CC(c1ccc(C)cc1)(C3)C2 (stereo unspecified)	-2	3	93	1.6	5	-0.7	5	1.3	-9	-0.9	-1
CCCOc1ccc(Cn2c(=O)oc3ccc(C)cc32)cc1OC	-11	.	108	1.1	-6	3.8	-26	2.6	7	1.0	0
Cn1c(=O)c2c(nc(CN3CCc4ccccc4C3)n2Cc2ccccc2F)n(C)c1=O	10	15	100	1.2	-6	-1.1	-26	0.0	-8	1.1	9
COc1ccc(CCNC(=O)CSCC(=O)Nc2ccccc2)cc1OC	-11	-28	.	-0.9	12	-0.6	-6	3.4	7	-2.5	3
OCCC1CN(Cc2cnc(-c3cccc4ccccc34)nc2)CCN1C1CCCCC1 (stereo unspecified)	0	6	99	-1.6	12	-2.4	-9	1.9	8	-2.4	-1
Cc1nc(NC(=O)CN2CCCCC2)sc1C(=O)N(C)C	3	-9	83	0.3	4	-0.2	6	-1.5	38	-0.7	-1
Cc1ccccc1-n1nnnc1SCc1ncc(-c2ccccc2)o1	-17	.	116	-0.3	-21	-1.1	-15	1.4	5	3.9	1
CC1C=CCC2C(=O)N(c3ccc(Cl)cc3O)C(=O)C12 (stereo unspecified)	-3	-14	101	-1.6	12	-0.4	-6	0.4	3	-2.2	1
C=CCn1c(Cc2csc(N)n2)nnc1SCC(=O)Nc1ccccc1C(F)(F)F	1	-4	107	-1.0	-2	0.4	25	-0.9	10	0.4	-1
COc1cc2[nH]c(=O)n(Cc3ccc(C(=O)NCC4CCCO4)cc3)c(=O)c2cc1OC (stereo unspecified)	-1	.	102	-1.5	17	-0.5	-1	1.9	-23	-2.8	1
Cc1ccccc1NC(=S)NCc1ccco1	1	13	101	-0.7	-5	2.7	16	0.5	-2	1.0	-5

Next part:
mol	PKA-R1A activ	PfHsp90 yeast 2	Pemphigus Ab inh	Ecoli viability	OPRM1-OPRD1 inv	AddAB inh	HTR5A inv ctr	phage Ecoli inh	SUMO Mot1 rescue	MOR-DOR ag	HTR5A ag
O=C(Nc1ccccc1)N(CCCN1CCOCC1)Cc1cccs1	-11	8	103	2.3	2	3.1	7	0.1	-10	-0.4	-2
Cc1ccccc1-c1nnc(SCC#N)o1	1	-8	100	0.2	16	-0.2	-9	0.6	-2	-3.1	3
COC(=O)c1ccccc1NC(=O)c1cc2nc(C3CC3)cc(C(F)(F)F)n2n1	-6	7	102	1.6	6	0.8	-5	4.6	1	-1.0	1
CC(C)NC(=O)Nc1cccc2c1O[C@H](CN(C)C(=O)Nc1ccc(C(F)(F)F)cc1)[C@@H](C)CN([C@H](C)CO)C2=O	1	-24	93	-1.2	10	2.4	7	-3.0	-19	-2.2	-2
O=C(c1ccccc1)c1ccc(N2CCCC2)cc1	-4	2	.	0.4	-26	-0.2	-2	-0.1	79	4.3	1
CN1C(=O)c2cccc3c(Cl)ccc(c23)C1=O	-9	-26	128	2.6	22	2.0	19	0.8	610*	-4.7	-4
CC(C)=NNc1nc2c(c(=O)[nH]c(=O)n2C)n1CCCc1ccccc1	1	11	99	-0.5	4	-1.7	-9	1.8	-13	-0.9	2
O=C(Nc1ccccc1Cl)c1ccc2c(=O)n3c(nc2c1)CCC3	-4	.	102	1.6	-3	0.6	-2	1.7	-5	0.8	-4
COc1ccc(Cl)cc1NC(=O)CN(C)CC(=O)NCc1cccs1	-12	0	.	-0.9	10	1.2	6	4.7	-7	-2.6	-3

Source: PubChem (several laboratories)

The order is random, and some 3.2% of all compounds hit somewhere here.
